XiGFP reactiv: activators of X-chromosome reactivation in mouse fibroblasts. XiGFP mouse fibroblasts, % GFP-positive cells imaging, 3 d; cells co-treated with 5-aza-dC sensitizer; scaled so ellipticine positive control = 100%. activation, % at 7.58 µM. actives 0.055% (n = 360,000). AID 743238;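 active = mean normalized replicate activation at least 10% and every replicate at or above 10%; inconclusive = only one of the two criteria met; inactive = mean below 10% and not all replicates reach 10%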;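 also: 0% = median of on-plate neutral control wells and 100% = ellipticine 6 µM median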
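Schedule: 3 d treatment, 15 min room-temperature fixation; system: 68-5-11 XiGFP fibroblast line; buffer or medium: DMEM plus 5-aza-dC sensitizer; control set: ellipticine 6 µM positive control; compound: one concentration, pinned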
CFTR F508del cor: correctors of CFTR F508del function in bronchial epithelial cells. CFBE cells, YFP halide quenching; stimulated with forskolin plus potentiator P3; % fluorescence drop versus neutral controls. activity (quench increase), % at 7.58 µM. actives 0.36% (n = 350,000);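 active = mean added fluorescence quench of at least 8% versus neutral control, with both replicates also reaching 8%; inconclusive = only one of the mean or replicate conditions met; inactive = mean below 8% and not both replicates reaching 8%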;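 also: cells transiently co-express mutant CFTR-F508del with the halide-sensitive YFP; corrector assay measuring rescue of mutant channel to the surface after 24 h compound exposure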
ARNT-TACC3 inh: ARNT/TACC3 interaction disruption | AlphaScreen His-ARNT PAS-B/GST-TACC3 binding, luminescence; TACC3 fragment carries E629A point mutation | inhibition, % at 9.99 µM | AID 623870 | actives 0.66% (n = 390,000);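 active = mean inhibition of replicates at least 50% and at least half of replicates each reaching 50%; inconclusive = half or more replicates reach 50% but mean below 50%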;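 also: 0% = complete ARNT plus TACC3 wells and 100% = ARNT alone without TACC3; many hits fall short of the cut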
RAD54 branch: blocks human RAD54 Holliday junction branch migration | Q92698 | FAM/BHQ fluorescence | inhibition, % at 10.4 µM | actives 0.14% (n = 360,000);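 active = mean normalized replicate activity at least 40 and at least half of replicates scoring 40 or more; inconclusive = only one of the two criteria met; inactive = mean below 40 and under half of replicates reaching 40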;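 also: 0% = median of neutral control wells and 100% = median of positive control wells; inhibitors cause a drop in the FAM fluorescence signal; in these data hits start at about 50%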
Target sequence (Q92698 whole entry, looked up): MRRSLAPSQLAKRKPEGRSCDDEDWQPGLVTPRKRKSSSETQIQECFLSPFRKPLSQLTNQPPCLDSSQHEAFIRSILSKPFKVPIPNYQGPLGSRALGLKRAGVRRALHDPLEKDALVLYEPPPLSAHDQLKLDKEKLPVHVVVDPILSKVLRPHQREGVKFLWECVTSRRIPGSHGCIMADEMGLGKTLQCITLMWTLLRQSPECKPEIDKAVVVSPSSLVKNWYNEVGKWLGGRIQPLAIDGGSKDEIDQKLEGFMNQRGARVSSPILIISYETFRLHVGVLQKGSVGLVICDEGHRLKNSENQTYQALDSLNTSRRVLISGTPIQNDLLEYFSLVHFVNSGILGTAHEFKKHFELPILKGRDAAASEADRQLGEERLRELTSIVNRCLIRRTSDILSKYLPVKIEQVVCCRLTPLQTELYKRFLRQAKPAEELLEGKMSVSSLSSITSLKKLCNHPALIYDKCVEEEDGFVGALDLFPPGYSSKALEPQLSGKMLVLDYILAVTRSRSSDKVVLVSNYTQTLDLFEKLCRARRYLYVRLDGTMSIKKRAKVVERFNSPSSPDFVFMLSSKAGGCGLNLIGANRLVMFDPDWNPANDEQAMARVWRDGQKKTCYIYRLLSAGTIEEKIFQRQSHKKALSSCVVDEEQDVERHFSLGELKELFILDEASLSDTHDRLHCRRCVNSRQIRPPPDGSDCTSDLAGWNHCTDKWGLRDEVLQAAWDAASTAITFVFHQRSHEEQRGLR
ERAP1 HTS inh: blocks human ERAP1 aminopeptidase activity | Q9NZ08 | recombinant ERAP1, Leu-AMC fluorescence, 60 min | inhibition, % at 10.7 µM | actives 0.15% (n = 340,000) | AID 652197;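 active = mean replicate inhibition of at least 30%, or all replicates individually reaching that 30% level; inactive = mean below 30% and not every replicate reaching it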;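 also: 0% = neutral control wells and 100% = L-leucinethiol positive control wells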
RAD52 inh: inhibitors of human RAD52 DNA annealing; actives 0.46% (n = 360,000); P43351; AID 651710; inhibition, % at 18.7 µM; recombinant RAD52 DNA annealing, FRET fluorescence;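 active = every replicate showing at least 50% inhibition; inconclusive = mean inhibition at least 50% but not in every replicate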
GSIS activator: GLuc luminescence reporter in INS-1E cells, primary screen for activators of glucose-dependent secretion of insulin; INS-1E GLuc reporter insulin secretion, 2-3 h; activation, % at 16.6 µM; actives 0.61% (n = 370,000);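 active = lowest replicate activation of at least 40%, so every replicate reaches that level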;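 also: 0% = median of neutral control wells and 100% = median of IBMX positive control wells; some compounds called inactive have numbers as strong as hits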
esBAF inh: inhibitors of esBAF chromatin remodeling in mouse ES cells. AID 602393. reporter increase, % at 12.5 µM. actives 2% (n = 350,000). Bmi1-luciferase knock-in reporter, 24 h; 100% = twice the neutral-well signal; in the data active = activation above about 40%; inconclusive = no clear call, values can overlap the other calls;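 also: 0% = median of the plate's neutral control wells and 100% = double that signal; a rise in the Bmi1 reporter signal indicates esBAF inhibition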
* hit, by the source's call; ? = inconclusive; / = no result given; & = joins results of further samples.

Every second line gives: XiGFP reactiv, CFTR F508del cor, ARNT-TACC3 inh, RAD54 branch, ERAP1 HTS inh, RAD52 inh, GSIS activator, esBAF inh
Cc1noc(C)c1S(=O)(=O)N(C)C[C@@H]1OCCCC[C@@H](C)Oc2ccc(NS(=O)(=O)c3cccs3)cc2C(=O)N([C@@H](C)CO)C[C@@H]1C
  -0.2, -2.6, -1, -3, -16, 19, -1, 1
Cc1ccc(NS(=O)(=O)c2ccc3c(c2)n(C)c(=O)n3C)c(C)c1
  0.0, -1.2, 2, 5, 3, -3, 4, 13
CCOc1ccc(Oc2ccccc2NC(=O)CN2C(=O)NC3(CCCC3)C2=O)cc1
  0.1, -7.8, 19, 4, 1, -6, -2, -1
O=C(CCSc1ccc(Cl)cc1)Nc1cccnc1
  -0.1, /, /, /, 0, -13, 4, /
COc1ccccc1-c1cncc(NC(C)=O)n1
  0.0, -1.7, /, 2, -2, -19, 7, -7
Cc1ccc(S(=O)(=O)N(CCCc2c(C)nc(N)[nH]c2=O)Cc2ccc([N+](=O)[O-])cc2)cc1
  0.0, 0.8, /, /, 2, 3, -14, /
CC1Cc2cc(S(=O)(=O)N3CCC(C(=O)NCc4ccco4)CC3)ccc2N1C(=O)C1CCC1 (stereo not given)
  0.0, 0.0, 0, 1, 1, -6, -16, 2
O=C(CNC(=O)c1ccccc1F)Nc1ccc2c(c1)OCO2
  0.1, 2.1, /, /, 4, -8, 5, 62*
O=C(c1cccs1)n1nc(NCc2ccccc2)nc1NCc1ccccc1
  0.0, -2.0, -2, 3, 3, 0, 7, /
COc1cccc(C(C)(O)c2nc(-c3cnc4ccccc4c3)cs2)c1 (stereo not given)
  0.0, -0.4, /, -10, -2, -30, -21, -2
COc1ccc(OCC(=O)NNc2nc3ccccc3s2)cc1
  0.0, -2.7, -3, 6, /, -4, /, 2
COc1ccc(S(=O)(=O)N(C)C[C@@H]2OCCCC[C@@H](C)Oc3ccc(NC(=O)Nc4ccc(C(F)(F)F)cc4)cc3C(=O)N([C@@H](C)CO)C[C@H]2C)cc1
  -1.1, 0.5, -24, 1, -1, 2, -20, -3
Cc1ccc(NC(=O)c2cc([N+](=O)[O-])ccc2N2CCOCC2)cc1S(=O)(=O)N1CCOCC1
  0.2, -2.9, 14, -2, 6, -12, -32, -10
CCC(=O)N(C)C[C@H]1Oc2ncc(-c3ccc(F)cc3)cc2C(=O)N([C@H](C)CO)C[C@@H]1C
  -0.2, 2.4, -14, 4, -2, -10, 4, -3
Cc1n[nH]c(C)c1CNCc1c(C(=O)N2CCCCCCC2)nc2ccc(Cl)cn12
  -0.1, -0.5, -1, -12, -1, -23, 5, 5
COc1ccc(C(C(=O)NC2CCCC2)N(CCC(C)C)C(=O)CCC(=O)Nc2cc(C)on2)cc1 (stereo not given)
  0.5, 1.3, 0, 10, -1, 5, -33, 11
C=CCN=C(NC#N)SCC(=O)c1cccc(OC)c1
  /, 0.0, -8, /, 0, -10, 30, -5
CO[C@@H]1CN(C)C(=O)c2ccc(NC(C)=O)cc2OC[C@H](C)N(C(=O)C2CCOCC2)C[C@@H]1C
  0.2, 0.1, 3, 12, 1, -8, 0, -1
CCCOc1ccc(C(=O)N/N=C/c2c[nH]c3ccc(Br)cc23)cc1
  -0.1, 2.7, 30, 14, -3, -4, -12, -6
O=C(NCc1cccs1)c1ccc2ccccc2n1
  0.0, -2.8, -7, -3, 6, -17, -23, 9
CCOc1ccccc1NC(=O)CN1C(=O)NC(Cc2c[nH]c3ccccc23)C1=O (stereo not given)
  0.1, -1.7, -2, -2, -1, -14, -15, -4
CCn1c(CC(=O)Nc2ccc(F)cc2)nnc1SCC(=O)NC1=NCCS1
  0.0, 0.5, -3, 2, -1, 17, 5, -7
CCOc1ccc(CN2CCN(Cc3cnc(N4CCOCC4)s3)CC2CCO)cc1 (stereo not given)
  0.3, -0.4, -1, -11, -3, -29, -4, 5
CCCn1c(=O)[nH]c(=O)c2c1nc(-c1ccccc1)n2CCN1CCOCC1
  /, /, -6, 4, /, /, 30, 3
CC(O)CNc1nc2c(c(=O)n(C)c(=O)n2C)n1CCc1ccccc1 (stereo not given)
  /, /, -4, -7, 2, -11, 28, -3
Cn1cnnc1SCc1nnc(-c2ccccc2Br)o1
  0.0, 1.8, -21, 1, 4, -12, /, 3
CCN(CC)c1ccc(C2CC(=O)NC3=C2C(=O)CC(C)(C)C3)cc1 (stereo not given)
  /, /, 0, -12, /, /, -6, 12
C[C@@H]1CN([C@H](C)CO)C(=O)c2cc(C3=CCCCC3)cnc2O[C@@H]1CN(C)C(=O)Cc1ccccc1
  0.2, 1.9, 3, 2, 0, -14, -5, 0
COc1ccc(Cl)cc1NC(=O)NCC1CCN(C(=O)OC(C)(C)C)CC1
  0.0, -2.4, 6, -18, -2, -17, /, -1
C=CCOc1cccc(C(=O)/C=C2/C(=O)Nc3ccccc32)c1
  0.3, 0.6, -6, -4, 0, -1, 3, 0
O=C(C1CCOCC1)N1CCCC(N2CCN(c3cccc(C(F)(F)F)c3)CC2)C1 (stereo not given)
  0.0, -1.3, 0, 11, 0, -23, 12, 1
CC(=O)N1CC(=O)N2[C@@H](CO)[C@@H](c3ccc(C#Cc4cccnc4)cc3)[C@@H]2C1
  -0.1, -2.2, /, /, 0, -4, -7, /
COC(=O)N/N=C\c1ccc(OC/C=C/c2ccccc2)cc1
  0.0, 1.8, -6, -3, 3, -6, 24, /
O=C(O)CN1C(=O)/C(=C\c2cccc(OCc3ccc(Cl)cc3)c2)SC1=S
  0.9, -0.4, -2, 4, 6, -38, -9, 18
C[C@@H]1CN([C@@H](C)CO)C(=O)c2cc(NC(=O)Nc3ccc4c(c3)OCO4)ccc2O[C@H]1CN(C)S(C)(=O)=O
  0.9, -3.4, 7, 0, 2, -1, 7, -1
CN(c1ccccc1C(=O)Nc1ccc(S(=O)(=O)N2CCCC2)cc1)S(C)(=O)=O
  /, /, -1, 4, /, /, -15, -3
N#Cc1c(N2CCCCC2)nc(N)c2c(N)nc(SCC(=O)O)cc12
  -0.1, -5.2, 81*, -20, 47*, -50, -23, /
CO[C@@H]1CC[C@H]2CCOc3ccc(C#N)cc3C(=O)N(C)C[C@@H](OC)[C@@H](C)C(=O)N(C)C[C@H]1O2
  0.0, /, -8, -3, -3, -8, -4, -1
Cc1cc2[nH]c(=O)c(=O)[nH]c2cc1S(=O)(=O)NCC(C)c1ccccc1 (stereo not given)
  0.0, 0.0, /, 3, 2, 12, -7, -3
O=C(NC1CC1)C1CC(=O)N(c2ccccc2)C1 (stereo not given)
  -0.1, 0.2, -2, -7, -4, -8, 9, -3
O=C1CSC(c2ccccc2)N1c1nc(-c2ccc(Cl)cc2Cl)cs1 (stereo not given)
  /, 2.2, -4, /, -2, -18, /, /
Cc1nc(C(F)(F)F)ccc1C(=O)N1CCC1(C)C(=O)NS(=O)(=O)c1c(C)noc1C (stereo not given)
  0.2, 1.7, /, 3, -2, -16, 9, -5
Nc1ccc(-c2nc3nc(N)nc(N)c3nc2-c2ccc(N)cc2)cc1
  0.0, 0.5, 4, 29, -5, -30, -4, -3
CCOC(=O)Cn1c(CN2CCN(C(=O)c3ccco3)CC2)nc2c1c(=O)n(C)c(=O)n2C
  0.2, -1.3, 7, -10, 3, -3, 23, -2
COc1ccccc1CNC(=O)CSc1nnc2c(n1)[nH]c1ccc(F)cc12
  0.0, -2.8, -6, -2, 4, -9, -1, -4
C[C@H](CO)N1C[C@H](C)[C@H](CN(C)C(=O)c2ccccc2)OCCCC[C@H](C)Oc2ccc(NC(=O)Cc3ccccc3)cc2C1=O
  -0.1, 0.3, -2, 4, -5, 2, -14, -1
O=C(O)c1ccc(NC(=O)c2ccc3c(c2)C(=O)N(c2ccccc2)C3=O)cc1
  0.2, -0.5, -3, -1, -8, -12, 18, -3
COc1ccc(S(=O)(=O)N(C)C[C@H]2Oc3ccc(NC(=O)Cn4cnnn4)cc3CC(=O)N([C@@H](C)CO)C[C@H]2C)cc1
  -0.1, 0.8, -10, 2, 0, -6, 10, 3
COc1ccccc1-c1ccc2n(c1=O)C[C@H]1[C@H](CO)[C@@H](C(=O)NCc3ccccc3F)N[C@@H]21
  -0.1, 1.1, 9, -6, 2, -3, 7, 0
CCN(CC)C(=O)c1[nH]cnc1C(=O)Nc1ccccc1
  0.0, 1.2, -6, -5, 0, -4, -5, -1
O=C(COC(=O)c1ccc(S(=O)(=O)N2CCOCC2)cc1)NC1CCCCCC1
  /, -2.0, -1, -2, 0, -13, 6, -5
Cc1cc(=O)oc2cc(OCC(=O)OCC(=O)Nc3ccccc3Br)ccc12
  0.0, -2.0, -1, /, 1, -11, -9, /
CCOc1ccc(/C=N/N2CCN(Cc3ccccc3)CC2)cc1
  0.0, -2.0, 9, -14, 0, 6, /, -2
COc1ccc(NC(=O)Nc2ccc3c(c2)C(=O)N([C@H](C)CO)C[C@H](C)[C@H](CN(C)C(=O)Nc2ccc(C(F)(F)F)cc2)OCCCC[C@H](C)O3)cc1
  -1.1, 0.6, -20, -2, -4, 0, 28, -5
CC(C)c1onc(C(=O)NCCc2ccccc2)c1[N+](=O)[O-]
  0.0, -1.3, 6, /, 2, -10, -1, /
Cc1ccc(Nc2cc(=O)[nH]c(=O)[nH]2)cc1C
  0.0, 0.7, 10, 3, 0, -6, 8, -7
COC(=O)CNC(=O)Cc1c(F)cccc1Cl
  /, -3.8, -1, 6, -1, -14, 7, 0
CN(C)c1ccc(P(=O)(Nc2ccc([N+](=O)[O-])cc2)N2CCOCC2)c(NC(=O)c2cccs2)c1 (stereo not given)
  -0.1, /, 3, /, 2, -16, -36, /
Cc1nnc(SCC(=O)NCCc2ccccc2)s1
  0.0, -0.1, /, -7, -3, -8, 8, 1
COC(=O)c1nnn(-c2nc(N3CCOCC3)nc(N3CCOCC3)n2)c1C
  0.0, /, -11, /, 5, -21, 3, /

Other entries follow:
Every second line gives: XiGFP reactiv, CFTR F508del cor, ARNT-TACC3 inh, RAD54 branch, ERAP1 HTS inh, RAD52 inh, GSIS activator, esBAF inh
CCCCN(C)CCNC(=O)c1cc2c(-c3cccc(OC)c3)nn(C)c2s1
  -0.1, -0.3, 3, 72*, 3, 65*, 13, -1
O=c1[nH]c(=S)ccn1C1OC(CO)C(O)C1O (stereo not given)
  /, -2.3, -11, 7, 3, -16, -3, -6
COc1ccccc1N1N=C(c2ccc([N+](=O)[O-])cc2)CC1c1ccccc1 (stereo not given)
  ?, -3.5, -6, -1, -2, -15, -6, -6
COc1ccc(-c2csc3nc(-c4ccccc4OC)oc(=O)c23)cc1
  0.1, -9.4, /, 2, 2, -16, 7, -2
COc1ccc(NC(=O)COC(=O)c2ccc3ccccc3n2)cc1
  0.0, -8.4, -27, -10, -5, -22, 5, 3
Cc1noc(/C=C/NCc2cccnc2)c1S(=O)(=O)N(C)CC(=O)N1CCc2ccccc21
  0.3, 1.0, -1, -7, -2, -40, -29, -3
CCN1CCN(C(CNS(=O)(=O)c2ccc(F)cc2)c2cccnc2)CC1 (stereo not given)
  0.0, 0.7, -1, 1, 2, -3, 24, -3
COc1cccc(-c2ccc3c(c2)O[C@@H](CN(C)Cc2cncnc2)[C@@H](C)CN([C@H](C)CO)S3(=O)=O)c1
  0.1&-1.1, 3.3&1.3&-2.8, -4&-3, -1&-2&-4, 9&1&0, -16&6&4, 2&-4, 0&2&4
CC1(C(=O)NS(=O)(=O)c2cccs2)CCN1C(=O)C1CCCCC1 (stereo not given)
  0.2, -3.3, /, 5, -2, -8, 14, -7

Assay outcomes from PubChem.
